# Assay outcomes: PubChem, National Center for Advancing Translational Sciences (NCATS)
# RORgamma inh – inhibitors of mouse ROR gamma transcriptional activity; 310,000 tested, 5.4% active; Potency, µM (titrated, usually from 53.6 µM), without a hit: top-dose activity change, negative = inhibition, hits mostly inhibitors; P51450; Drosophila S2 Gal4-RORgamma UAS-luciferase reporter, 20 h; AID 2551; also: potency is read from the fitted curve at half-maximal effect; % is scaled to controls: 0 for no effect and ±100 for the full control effect; nearly all actives have a fitted effect of over 60% in size
# Target sequence (P51450 whole entry, looked up, the tested form may be a part): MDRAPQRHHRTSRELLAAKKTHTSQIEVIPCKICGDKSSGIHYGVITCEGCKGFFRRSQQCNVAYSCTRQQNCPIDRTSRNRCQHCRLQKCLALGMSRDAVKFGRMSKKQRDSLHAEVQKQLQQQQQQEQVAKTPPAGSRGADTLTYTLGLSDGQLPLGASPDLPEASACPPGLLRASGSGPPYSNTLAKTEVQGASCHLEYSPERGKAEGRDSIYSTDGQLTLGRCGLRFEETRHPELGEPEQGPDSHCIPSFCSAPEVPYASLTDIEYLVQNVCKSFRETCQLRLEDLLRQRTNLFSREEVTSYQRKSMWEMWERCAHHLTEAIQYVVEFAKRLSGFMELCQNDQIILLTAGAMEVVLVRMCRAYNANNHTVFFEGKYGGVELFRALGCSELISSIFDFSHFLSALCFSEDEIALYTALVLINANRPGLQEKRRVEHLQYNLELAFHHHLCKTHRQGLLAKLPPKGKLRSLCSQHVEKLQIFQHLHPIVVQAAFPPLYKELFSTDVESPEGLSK
#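 Using a luciferase readout, inhibitors were identified by reduced reporter activity in Drosophila cells coexpressing a copper-inducible Gal4–ROR gamma fusion and UAS-driven Photinus luciferase, incubated 20 hr after 700 uM copper sulfate.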
# Menin MLL FP TR – displaces Texas Red mutant MLL peptide from human menin | Menin + Texas Red MLL mutant peptide, fluorescence polarization | O00255 | 270,000 tested, 0.23% active | Potency, µM (highest dose often 61.6 µM), inactives show top-dose FP activity change, negative = inhibition, actives largely listed as inhibitors | AID 1768; active = well fitted inhibition curve with a large enough effect in the polarisation, with a control signal flat, not every such curve was filed as active; inconclusive = small, poorly fitted or top-dose-only effect, or effect the other way, or a change in a side signal; inactive = no such curve, though single readings can be large or run the other way; the % refers to the polarisation; also: potency is read from the fitted curve at half-maximal effect; % of control where 0% means no effect; many of its hits are not listed in these tables
# NPC1 prom act – NPC1 promoter activation; AID 485313; Huh7 NPC1 promoter luciferase reporter, 24 h; Potency, µM (highest dose often 9.22 µM), for inactives: top-dose activation, hits mostly activators; 320,000 tested, 2.4% active;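 also: potency is read from the fitted curve at half-maximal effect; % of control where 0% means no effect; nearly all actives have a fitted effect of over 60% in size; reporter is driven by a mutant NPC1 promoter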
#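 Stable NPC1-promoter luciferase Huh7 line; cpd (DMSO) 24 h, 37 °C, 5% CO2; Amplite luciferase reagent 10 min RT; luminescence readout. qHTS format.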
# FLuc counter – firefly luciferase modulation, counter-screen for miR-21 project | P08659 | Potency, µM (series often up to 57.5 µM), without a hit: at the highest dose activity change, negative = inhibition, most hits filed as inhibitors | purified FLuc, Km substrates, luminescence inhibition | 360,000 tested, 6.9% active;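 also: potency is read from the fitted curve at half-maximal effect; plate controls were vehicle for no effect and reference inhibitor for full effect; nearly all actives have a fitted effect of over 55% in size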
#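 Purified P. pyralis luciferase (10nM final) with 10uM D-luciferin and 10uM ATP (Km levels) in 50mM Tris acetate pH 7.5, 10mM Mg acetate, 0.01% Tween-20, 0.05% BSA; qHTS 6-point titration, ~60 µM downward; luminescence read.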
# Rab9 prom act – activates the Rab9 promoter; Huh7 Rab9 promoter-luciferase reporter, luminescence, 24 h; Potency, µM (doses to about 9.22 µM), for inactives: at the top dose activation, negative = inhibition, most hits filed as activators; 320,000 tested, 2.8% active; AID 485297; also: potency is read from the fitted curve at half-maximal effect; % of control where 0% means no effect; nearly all actives have a fitted effect of over 60% in size
#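 Rab9 promoter-driven luciferase in stably transfected Huh7 cells; 1500 cells/well rested 2 h, exposed to compound in DMSO for 24 h at 37 °C, 5% CO2. Luminescence read 10 min after adding luciferase reagent at ambient temperature.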
# BRCA1 expr up – activators of BRCA1 expression. MCF7-BRCA1-FFLuc reporter, luminescence, 48 h; response scale: scaled: vehicle 0%, 10 µM genistein 100%. Potency, µM (titrated, usually from 46.1 µM), without a hit: at the highest dose activation, actives largely listed as activators. 380,000 tested, 1.1% active; also: potency is read from the fitted curve at half-maximal effect; nearly all actives have a fitted effect of over 80% in size; some results filed as inactive show a strong effect at the top dose
#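 Cells: MCF7-BRCA1-FFLuc, 2000/well. Exposure: 48 h, 37 °C, 5% CO2. Read: luminescence, 15 min post-substrate. Controls: genistein 10 microM (maximal activation), DMSO (neutral).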
# p53 reactivation – mutant p53 re-activation in reporter cells; H1299 p53-A138V BP100-luciferase reporter, luminescence, 24 h; Potency, µM (top dose mostly 92.2 µM), without a hit: top-dose activity change, positive = activation, actives largely listed as activators; 320,000 tested, 0.063% active; also: potency is read from the fitted curve at half-maximal effect; % of control where 0% means no effect; nearly all actives have a fitted effect of over 45% in size
#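 p53-null H1299 cells stably carrying temperature-sensitive p53-A138V and a BP100-luciferase reporter were pinned with compounds (4-point, 1:5 series) and held 24 hrs at 37 deg C. Luminescence was read 10 min after detection reagent.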
# ELG1 genotox – inducers of genotoxicity in HEK293T ELG1-luciferase cells. HEK293T ELG1-luciferase reporter, luminescence, 16 h. Potency, µM (series often up to 46 µM), inactives show at the top dose activity change, positive = activation, usual class: activators. 330,000 tested, 1.3% active. AID 504466; also: potency is read from the fitted curve at half-maximal effect; % of control where 0% means no effect; nearly all actives have a fitted effect of over 60% in size
#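 Screening used a luciferase reporter fused to human ELG1 in HEK293T cells. Luminescence was read on a CCD plate imager after 16 hr exposure and 30 min ONE-Glo incubation.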
# PKM2 activator – increases activity of human pyruvate kinase M2; P14618; purified PKM2, Kinase-Glo ATP luminescence, activation; response scale: 0% is enzyme alone, no compound; Potency, µM (series often up to 57.5 µM), without a hit: at the top dose activation, most hits filed as activators; 260,000 tested, 0.34% active; AID 1631; also: potency is read from the fitted curve at half-maximal effect; % is scaled to controls: 0 for no effect and ±100 for the full control effect; nearly all actives have a fitted effect of over 55% in size
# Target sequence (P14618 whole entry, looked up): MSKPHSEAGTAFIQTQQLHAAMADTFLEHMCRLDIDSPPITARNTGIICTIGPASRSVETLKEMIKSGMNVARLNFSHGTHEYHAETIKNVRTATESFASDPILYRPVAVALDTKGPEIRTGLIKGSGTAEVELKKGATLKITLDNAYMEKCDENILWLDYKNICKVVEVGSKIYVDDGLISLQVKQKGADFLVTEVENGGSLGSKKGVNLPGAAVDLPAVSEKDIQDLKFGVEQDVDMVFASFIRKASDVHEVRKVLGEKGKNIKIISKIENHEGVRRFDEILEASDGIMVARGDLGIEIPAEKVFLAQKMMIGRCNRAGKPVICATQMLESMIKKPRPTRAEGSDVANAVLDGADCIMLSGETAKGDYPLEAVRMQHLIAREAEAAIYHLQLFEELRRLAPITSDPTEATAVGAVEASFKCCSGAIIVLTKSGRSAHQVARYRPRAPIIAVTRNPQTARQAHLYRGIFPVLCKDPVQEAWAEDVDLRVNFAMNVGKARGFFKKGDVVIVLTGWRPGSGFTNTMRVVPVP
#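 Purified hPK-M2 (>95%) run at intermediate activity with 0.1 mM ADP and 0.5 mM PEP in 50 mM imidazole pH 7.2, KCl, MgCl2; 1 h room temperature. ATP formed read by Kinase-Glo luminescence; normalized to uninhibited and no-enzyme controls.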
# Giardia kill – kills Giardia lamblia; activity change, % at 7.66 µM, hits read low; 340,000 tested, 0.15% active; Giardia lamblia trophozoite viability; in the data active = activity change below about -80%; inconclusive = between about -30% and that limit;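 also: parasites exposed to compound for two days anaerobically before the ATP read; % is scaled to controls: 0 for no effect and ±100 for the full control effect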
#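 Compounds were tested on trophozoites seeded at 100 cells/well and held 48 hrs at 37 deg C anaerobically. An ATP-based luminescent kit measured the remaining live cells.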
# Gal4-VP16 FLuc – counter-screen for ROR gamma inhibitors: Gal4-VP16 reporter; Drosophila S2 Gal4-VP16 UAS-luciferase, luminescence, 20 h; Potency, µM (series often up to 53.6 µM), without a hit: top-dose activity, negative = inhibition, usual class: inhibitors; 310,000 tested, 3.5% active; AID 2546;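 also: Gal4-VP16 expression switched on by copper sulfate through the metallothionein promoter; potency is read from the fitted curve at half-maximal effect; % is scaled to controls: 0 for no effect and ±100 for the full control effect; nearly all actives have a fitted effect of over 50% in size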
# * = called active by the depositor; u = inconclusive; x = not tested or not shown; [ ] = dose if it differs, or a comment. Unless noted, calls follow the shape of the dose curve; as a rule, active = well fitted curve in the direction sought with a large enough effect; inconclusive = small, poorly fitted or top-dose-only effect, or another doubt; inactive = no such curve, though single readings can be large; an effect the other way counts as inactive or inconclusive. The list is partial (hit frequency here may not be typical).
SMILES,RORgamma inh,Menin MLL FP TR,NPC1 prom act,FLuc counter,Rab9 prom act,BRCA1 expr up,p53 reactivation,ELG1 genotox,PKM2 activator,Giardia kill,Gal4-VP16 FLuc
Cc1cc(C(=O)OCC(=O)N2C(C)CCCC2C)c(C)o1 (configuration not stated),18%,-10%,6%,0%,9%,1%,6%,0%,-5%,-14,1%
CCCCCCCC(=O)OCC(=O)[C@@]1(O)CC[C@H]2[C@@H]3CCC4=CC(=O)CC[C@]4(C)[C@H]3[C@@H](O)C[C@@]21C,u,-5%,0%,-4%,3%,-20%,0%,-3%,10%,7,4%
C[C@H]1C(=O)N(C)CCN1C(=O)c1ccccc1OC1CCN(S(C)(=O)=O)CC1,-12%,-13%,-5%,3%,-4%,-1%,5%,-1%,-9%,-5,5%
Cc1nnc2sc(SCc3ccccc3Cl)nn2c1=O,-19%,1%,16%,-19%,9%,17%,25%,8%,7.1µM*,2,u
CCOC(=O)c1ccc(N2C(=O)c3n[nH]c(C)c3C2c2ccc(OC)cc2)cc1 (configuration not stated),-10%[10 µM],31%[activator],1%,-14%,-2%,-39%,-11%,-1%,-7%,4,-3%
CCCCOc1ccc(/C(O)=C2/C(=O)C(=O)N(CCCOC)C2c2ccncc2)cc1 (configuration not stated),12%,2%,1%,1%,0%,-7%,8%,-1%,-3%,1,3%
CCN(C(=O)CSc1nc2ccc(O)cc2c(=O)n1-c1ccc(OC)c(OC)c1)C1CCS(=O)(=O)C1 (configuration not stated),x,x,-4%,-2%,-4%,3%,0%,1%,x,10,x
CCSc1nc(O)cc(=O)n1CC,20%,-4%,-2%,u,-7%,-7%,1%,6%,4%,3,3%
Fc1ccc(C(Nc2ccccn2)c2c[nH]c3ccccc23)cc1 (configuration not stated),-2%,28%,-1%,-5%,0%,-23%,3%,1%,0%,4,-4%
O=C(c1ccco1)c1cn[nH]c1-c1ccc(Cl)cc1O,-11%,4%,1%,2%,-3%,-26%,-7%,-12%,-3%,8,-6%
COc1ccc(N2CCN(C(=O)NCc3ccc(OC)c(OC)c3)CC2)cc1,18%,3%,u,-1%,-13%,-28%,-5%,1%,5%,0,-18%
COc1cc(C(C(=O)NC(C)(C)C)N(Cc2ccc3c(c2)OCO3)C(=O)c2cnccn2)cc(OC)c1OC (configuration not stated),5%,x,-1%,4%,0%,5%,-3%,-6%,1%,3,-1%
COc1ccc(-c2cc(-c3cc(OC)ccc3O)[nH]n2)cc1,u,u,u,24µM*,u,-4%,u,9.2µM*,-3%,-12,u
CCOC(=O)N1CCN(Cc2cn[nH]c2-c2cc3ccccc3o2)CC1,14%,-1%,-1%,-8%,-1%,4%,-4%,2%,-2%,-2,3%
COc1nc(SCC(=O)Nc2ccccc2Cl)nc(N(C)C)n1,25%,x,2%,-13%,10%,0%,1%,0%,-3%,-6,-14%
N[C@@H](Cc1ccccc1)c1nnc(SC/C=C/c2ccccc2)o1,-5%,x,-4%,0%,-2%,-5%,-2%,-3%,0%,10,-1%
O=C(c1cc(COc2ccc3ncccc3c2)on1)N1CCC[C@H]1CO,u,2%,-7%,-22%,-11%,-2%,27%,15%,1%,-6,5µM*
CCc1ccc(NC(=O)c2ccc(-n3cncn3)c([N+](=O)[O-])c2)cc1,x,x,-1%,u,-5%,8%,0%,-20%,x,-18,x
CN1C(=O)c2ccccc2N(C)C1c1cccs1 (configuration not stated),-43%,0%,0%,3%,-4%,-2%,3%,-3%,-5%,14,3%
Cc1cccc(C(=O)NCCC(=O)NCc2ccccc2Cl)c1,x,x,1%,2%,-5%,2%,-3%,3%,x,23,x
CN(Cc1nc2ccccc2c(=O)[nH]1)C(=O)COc1ccccc1Cc1ccccc1,x,x,-4%,x,-3%,-16%,23%,-1%,x,0,x
O=C(O)Cc1sc(-c2ccc(C(=O)O)cc2)nc1-c1ccccc1,-14%,5%,-5%,-1%,3%,22%,4%,0%,-21%,-9,-13%
Cc1cc2c(cc1C)C(c1ccccc1F)CC(=O)N2 (configuration not stated),-18%,-9%,0%,-2%,-2%,-37%,-1%,4%,2%,-14,-2%
CCOc1ccc(S(=O)(=O)N2CCOCC2)cc1NC(=O)CN1C(=O)NC2(CCCC2)C1=O,x,x,-8%,-1%,-6%,18%,9%,0%,x,19,x
Cc1cccc(C)c1Nc1nnc(SCc2cn3cccc(C)c3n2)s1,u,-16%,-3%,-11%,-6%,-14%,-19%,-1%,-6%,u,u
COCCNC(=O)c1onc(CSc2ccc(Cl)cc2)c1C(=O)O,0%,6%,-1%,u,0%,15%,-3%,0%,0%,-8,-12%
CN1c2ccccc2N(C)C1c1c(O)ccc2ccccc12,-16%,-24%,-2%,6%,1%,18%,-1%,1%,4%,-15,-3%
COCCn1c(SCC(=O)Nc2ccc(NC(=O)c3ccco3)c(OC)c2)nc2ccccc2c1=O,-29%,x,0%,-1%,-3%,-3%,-9%,8%,-4%,-4,-20%
CCCC1(C(=O)OC)NC(c2cccc(F)c2)C2C(=O)N(CC)C(=O)C21 (configuration not stated),10%,12%,2%,8%,-2%,4%,-1%,6%,1%,-9,8%
NC(N)=Nc1nc(C2COc3ccccc3O2)cs1 (configuration not stated),u,19%,1.6µM*,3.4µM*,1.3µM*,u,u,u,-1%,-1,-27%

# Entries above that have a COOH group, in the order listed:
SMILES,RORgamma inh,Menin MLL FP TR,NPC1 prom act,FLuc counter,Rab9 prom act,BRCA1 expr up,p53 reactivation,ELG1 genotox,PKM2 activator,Giardia kill,Gal4-VP16 FLuc
O=C(O)Cc1sc(-c2ccc(C(=O)O)cc2)nc1-c1ccccc1,-14%,5%,-5%,-1%,3%,22%,4%,0%,-21%,-9,-13%
COCCNC(=O)c1onc(CSc2ccc(Cl)cc2)c1C(=O)O,0%,6%,-1%,u,0%,15%,-3%,0%,0%,-8,-12%

# Continued.
SMILES,RORgamma inh,Menin MLL FP TR,NPC1 prom act,FLuc counter,Rab9 prom act,BRCA1 expr up,p53 reactivation,ELG1 genotox,PKM2 activator,Giardia kill,Gal4-VP16 FLuc
CCCCN(C)CCCNC(=O)c1ccc2c(c1)N(CC)C(=O)c1ccccc1S2=O (configuration not stated),4%,3%,-5%,0%,-11%,-12%,-1%,2%,x,-1,0%
COc1ccccc1NC(=O)/C=C/c1cc([N+](=O)[O-])ccc1OC(F)F,16%,x,15%,-2%,-7%,8%,0%,0%,1%,-9,1%
CCOc1cc(C)nc(NCc2ccccc2)n1,-39%,-5%,-4%,-1%,-3%,-49%,2%,10%,3%,12,13%
COc1cccc(-n2nc(C(=O)NCC3CCCO3)c3ccccc3c2=O)c1 (configuration not stated),-12%,9%,1%,-2%,0%,-20%,1%,-2%,1%[0.46 µM],-14,3%
CCN(CC)CC(O)CN1c2ccccc2Sc2ccccc21 (configuration not stated),-18%,-30%,-1%,1%,-9%,6%,-4%,-2%,x,-10,-1%
CSc1ncccc1C(=O)OCC(=O)NCCC1=CCCCC1,x,x,-2%,10%,-2%,-10%,5%,0%,x,-11,x
COc1ccc(CNC(=O)COC(=O)CCCOc2ccc(Cl)cc2Cl)cc1OC,-7%,2%,1%,17µM*,-3%,-42%,-23%,-2%,-1%,-2,-20%
Cc1nc2ccc(S(=O)(=O)NC(C(=O)NCc3ccc4c(c3)OCO4)C(C)C)cc2s1 (configuration not stated),-8%,-3%,0%,2%,0%,-18%,5%,-4%,2%,5,6%
O=C(O)c1ccccc1NCc1ccco1,1%,-10%,-4%,-2%,0%,-13%,8%,1%,-2%,-4,-1%
COc1ccc(CN2CCN(C(=O)c3ccco3)CC2)cc1OCc1ccccc1,u,u,0%,0%,-1%,-6%,-10%,-6%,1%,-6,-14%
O=c1[nH]c(CN2CCCCC2)nc2c1C1(CCCCC1)Cc1ccccc1-2,-7%,-21%,-4%,3%,2%,-4%,-5%,-5%,5%,-7,7%
Cc1cccc(N(C(=O)c2csnn2)C(C(=O)NC2CCCCC2)c2ccncc2)c1 (configuration not stated),-21%,-17%,3%,-2%,-5%,-6%,1%,0%,1%,-14,-4%
Clc1ccc(Nc2ccc(-n3ccnc3)nn2)cc1Cl,36%,u,1%,27µM*,4%,-61%,-2%,-1%,6%,0,-5%
C/C(=C/Cc1c(O)cc2oc(C)cc(=O)c2c1O)COC1OC(CO)C(O)C(O)C1O (configuration not stated),0%,4%,-3%,1%,-2%,0%,-5%,1%,-3%,-1,-1%
O=C(NC(=S)Nc1nc(-c2ccc(Cl)cc2)cs1)c1cccs1,0.79µM*,u,2%,3%,0%,-13%,4%,27%,4%,-12,4%
